Peg3 prom inh: reduces Peg3 promoter-driven luciferase expression in HeLa; inhibition, % at 20 µM; AID 588405; HeLa PEG-Prom luciferase reporter, luminescence, overnight; 360,000 compounds, 1.7% hits;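 active = inhibition of at least 50% at 20 µM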
EBV LMP1 NFkB: inhibitors of Epstein-Barr LMP1-induced NF-kappaB reporter | LMP1-induced NF-kappaB luciferase reporter cells, luminescence | inhibition, % at 12.5 µM | 350,000 compounds, 0.69% hits; in the data active = inhibition above about 41%;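 note: 0% = neutral control wells and 100% = reference inhibitor control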
HIF-2a block: blocks HIF-2a reporter activity | 786-0 RCC cells HIF-2a reporter, luciferase luminescence, overnight | 360,000 compounds, 0.72% hits | inhibition, % at 18.8 µM;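 active = inhibition of the luminescence signal of 40% or more relative to plate controls, in a single-dose primary screen at 18.75 µM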
NR2E3 ag-1: activates human NR2E3 receptor. CHO-S Gal4-NCOR/VP16-NR2E3 two-hybrid, luciferase. inhibition of corepressor binding, % at 3.98 µM. Q9Y5X4. AID 602229. 360,000 compounds, 0.35% hits;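 active = inhibition above the mean of all tested compounds plus 3 SD, cut at about 70% in these data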;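 note: 0% = DMSO with NR2E3 transfected cells and 100% = cells lacking NR2E3 construct; higher means lower luciferase signal from less NR2E3 corepressor binding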
Target sequence (Q9Y5X4 whole entry, looked up, the tested form may be a part): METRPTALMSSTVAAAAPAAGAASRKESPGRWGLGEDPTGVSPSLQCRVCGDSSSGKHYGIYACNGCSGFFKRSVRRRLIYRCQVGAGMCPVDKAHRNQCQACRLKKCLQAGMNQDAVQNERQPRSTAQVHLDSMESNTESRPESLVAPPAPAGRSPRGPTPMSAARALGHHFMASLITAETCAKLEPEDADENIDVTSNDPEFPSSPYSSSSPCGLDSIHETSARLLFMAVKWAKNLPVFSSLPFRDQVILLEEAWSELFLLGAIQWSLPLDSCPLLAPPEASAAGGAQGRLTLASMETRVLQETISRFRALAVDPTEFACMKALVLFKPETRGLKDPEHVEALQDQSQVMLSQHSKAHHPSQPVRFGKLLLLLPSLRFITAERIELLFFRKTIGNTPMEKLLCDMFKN
MITF TRPM1 inh: inhibitors of MITF-driven TRPM1 promoter in melanoma cells; SK-MEL-5 TRPM1 promoter luciferase, 24 h; inhibition, % at 12.5 µM; 330,000 compounds, 0.83% hits; AID 488899;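 active = mean inhibition across replicates of 60% or more, whatever share of single replicates reaches that level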; note: values of inactives mirror those of a sister screen read the other way
C8 TRAIL sens: sensitizes caspase-8 expressing cells to TRAIL; AID 624354; 360,000 compounds, 1% hits; inhibition (viability loss, TRAIL sensitization), % at 10 µM; NB7+C8 cells + TRAIL, ATPlite viability luminescence;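 active = compounds causing at least 50% loss of cell viability in the single-dose screen, relative to plate controls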
NR2E3 ag-2: NR2E3 (human) agonism; 320,000 compounds, 0.12% hits; Q9Y5X4; GST-NR2E3/biotin-RetCOR TR-FRET, 1536-well; inhibition of corepressor binding, % at 4.78 µM; AID 2300;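 active = percent inhibition above the cutoff of mean plus 3 SD of all tested compounds, set per screening campaign, cut at about 20% in these data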;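 note: 0% = DMSO wells and 100% = biotin wells as full block of FRET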
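System: GST-NR2E3 and biotin-RetCOR proteins; probe or stimulus: 7 nM biotin-RetCOR; doses: compound at 4.8 µM, single dose; schedule: Compound–protein incubation for 5 h at 4 °C; detection: time-resolved FRET; read-out: percent inhibition; controls: biotin wells as high control, 0.6% DMSO wells as low control; format: 1536-well plates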
iPSC survival up: increases survival of single human iPS cells; hiPSC single-cell survival, ATPlite luminescence; 100% = ROCK inhibitor wells, 0% = DMSO; survival enhancement, % at 20 µM; 360,000 compounds, 0.044% hits; AID 602274; in the data active = survival enhancement above about 18%;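 note: cells exposed to compounds for 16 hours before the ATP read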
KKLEB cytotox: counter-screen for CF NF-kB inhibitors: cytotoxicity; 360,000 compounds, 0.36% hits; AID 602141; activity change (cytotoxicity), % at 5 µM; KKLEB CF airway cells viability, ATPlite luminescence, overnight; active compounds read low; cells stimulated with P. aeruginosa culture filtrate;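 active = corrected activity change at or below -50% at 5 µM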
CF NFkB inh: cystic fibrosis NF-kB activation inhibition; inhibition, % at 5 µM; 360,000 compounds, 0.86% hits; KKLEB NF-kB-GFP reporter, PAF-induced, GFP fluorescence overnight;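 active = at least 50% inhibition at 5 µM, scaled per plate between neutral and stimulator controls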;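 note: PAF is a Pseudomonas aeruginosa culture filtrate used as stimulus; plate controls were PAF-stimulated DMSO wells for no effect and unstimulated DMSO wells for full effect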
Shn3 inh set2: Schnurri-3 reporter inhibition in Clone20 osteoblasts. Clone20 osteoblast Shn3 3'UTR firefly luciferase, 24 h. inhibition, % at 12.5 µM. 360,000 compounds, 0.52% hits. AID 588674;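 active = mean inhibition of at least 75% with every replicate also reaching 75%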;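 note: 0% = median of neutral control wells and 100% = pilot-screen positive control compound; some compounds past the cut are filed as inactive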
Starred values were filed as active, the others as inactive; · = not tested or not shown.

Value order – KKLEB cytotox	EBV LMP1 NFkB	C8 TRAIL sens	CF NFkB inh	NR2E3 ag-2	Peg3 prom inh	iPSC survival up	MITF TRPM1 inh	Shn3 inh set2	HIF-2a block	NR2E3 ag-1
CCc1cccc(C)c1NC(=O)CCCN1C(=O)CN(C)C1=O
→ 10.3	-4.5	-13.8	-7.1	-0.9	3.2	-0.3	-8.0	-7.8	9.4	22.9
O=C(Nc1nccs1)[C@@H]1CCCN1S(=O)(=O)c1ccccc1F
→ -8.1	-0.2	-0.4	1.0	·	10.1	0.3	0.2	-21.4	4.3	8.3
CC(=O)N1c2ccc(S(=O)(=O)N(C)Cc3ccccc3)cc2CC1C (stereo not given)
→ 2.0	-6.7	-4.5	-21.4	0.9	28.5	-0.1	-0.9	19.7	1.5	6.3
COc1ccc(C2CC(c3ccccc3)=NN2c2ccccc2)c(C(=O)O)c1OC (stereo not given)
→ 0.1	-2.3	2.9	-7.2	4.3	2.6	-0.7	6.8	1.0	17.9	7.8
c1ccc(CSc2nnnn2-c2ccccc2)cc1
→ 7.1	0.0	8.5	-25.8	0.7	-30.4	0.2	-17.8	4.8	-35.2	-18.5
CC1CCCCC1NC(=O)Cn1cnc2sccc2c1=O (stereo not given)
→ -1.9	2.0	-10.2	-12.2	·	5.5	0.5	12.0	22.8	-10.6	-12.5
CCOC(=O)c1cnn(-c2ccc(NS(=O)(=O)c3ccc(Cl)cc3)cc2)c1C(F)(F)F
→ 2.0	2.3	-9.0	-7.5	1.6	7.2	0.3	-15.4	-25.4	11.2	-10.7
CC1(C)Cc2c(c(N3CCOCC3)nc3sc(-c4ccc(C(=O)O)o4)c(N)c23)CO1
→ 6.4	-2.2	9.9	4.2	-4.1	-2.5	-0.7	10.8	-1.2	9.7	-29.8
Cc1ccc(-c2nn(-c3ccccc3)cc2/C=C/C(=O)Nc2cccc(S(N)(=O)=O)c2)cc1
→ 2.3	-13.9	35.3	-3.4	0.0	9.5	-0.8	-19.4	28.6	-43.8	-2.7
Cc1cc(NCCCN(C)C)n2nc(-c3cccs3)cc2n1
→ -6.6	-3.4	5.7	-5.0	-0.6	-7.1	-0.7	2.1	-7.1	14.3	-2.8
O=C(COc1ccc(F)cc1)Nc1nnc(C2CC2)s1
→ -11.5	-6.8	-3.2	20.2	-0.9	-100.8	-0.2	-30.0	-14.5	-103.7	10.2
CCCc1cc(=O)[nH]c(SCC(=O)Nc2ncc(S(=O)(=O)c3ccc([N+](=O)[O-])cc3)s2)n1
→ 8.7	8.6	1.3	-24.8	-2.0	0.2	0.0	-3.9	-14.5	6.5	-5.7
S=C(NCc1ccco1)N1CCN(Cc2ccco2)CC1
→ -19.2	-5.1	-10.7	6.7	-2.2	7.8	-0.8	6.2	1.5	6.0	-27.5
COc1cc(NS(=O)(=O)c2ccc(NC(=S)Nc3ccccc3)cc2)nc(OC)n1
→ -8.6	-1.2	-7.3	-1.2	0.1	4.5	-0.4	0.8	24.6	-7.2	-24.9
Cc1cc(C)cc(C(=O)NC(CC(N)=O)c2ccc(N3CCN(c4ccccc4)CC3)c([N+](=O)[O-])c2)c1 (stereo not given)
→ 7.1	6.5	-11.2	-24.0	3.9	-2.6	-0.6	-1.8	0.8	3.5	17.1
CNC[C@@H]1Oc2cc(Br)ccc2S(=O)(=O)N([C@@H](C)CO)C[C@@H]1C
→ 1.7	1.7	-12.7	-4.0	·	-5.3	-2.9	·	3.5	1.3	-52.9
COc1ccc(CNC(=O)C(C)OC(=O)c2cccs2)cc1 (stereo not given)
→ -1.4	3.8	-0.3	-9.0	1.4	-4.7	-0.9	0.0	18.6	13.8	-18.6
COC(=O)c1ccc(COC(=O)CNC(=O)c2cccc(OC)c2)o1
→ 1.3	1.2	-20.5	-9.2	7.9	-7.5	-0.4	2.0	-3.3	2.9	4.8
CCC(C)[C@H](NC(=O)OC(C)(C)C)C(=O)N/N=C/c1cccc2nccnc12 (stereo not given in full)
→ 9.7	-3.0	-1.1	-3.6	-1.1	2.6	-1.6	5.6	3.0	25.0	-9.5
Cc1ccc(S(=O)(=O)n2cc(CO)c3ccccc32)cc1
→ -6.7	-11.9	-6.1	19.5	·	26.9	0.8	5.7	26.2	21.1	7.2
Brc1ccc(-c2cn3c(n2)SCC3)cc1
→ 1.4	-24.5	21.6	-3.2	0.5	-279.6	0.2	-68.6	-52.1	-302.3	-99.5
Cc1ccc(S(=O)(=O)NNC(=O)C2COc3ccccc3O2)cc1 (stereo not given)
→ 4.9	-6.8	-9.1	-8.9	-0.4	0.2	-0.3	14.4	-6.4	0.0	-12.6
COCCn1c(C)cc(C(=O)COC(=O)c2ccc(Br)o2)c1C
→ 0.7	-34.4	0.6	18.7	1.4	-180.9	-0.7	-58.4	-87.6	-74.7	-54.8
O=C(Cn1c(=O)oc2ccccc21)Nc1ccccc1N1CCOCC1
→ -7.4	-4.3	-7.7	-1.4	2.5	-7.3	1.9	6.4	1.5	17.4	-20.5
Cn1nc(C(F)(F)F)c(-c2ccccc2)c1N
→ 3.3	3.2	-8.2	4.9	-1.3	14.4	-0.7	4.4	11.5	11.1	-8.1
COc1ccccc1CCC(=O)OCC(=O)Nc1ccc(S(N)(=O)=O)cc1
→ 1.4	3.8	-4.3	1.8	-1.1	8.8	0.0	11.0	-15.6	10.2	-15.3
Cc1ccc(S(=O)(=O)Cc2ccc(C(=O)N3CCC(C)CC3)cc2)cc1
→ -2.9	0.3	12.1	30.2	0.5	9.9	0.3	0.4	4.7	9.7	-5.5
CC(CC(=O)OCC(=O)NC1CCS(=O)(=O)C1)c1ccccc1 (stereo not given)
→ 13.7	-9.5	-0.8	0.9	·	-6.2	12.4	20.9	-10.5	9.6	6.8
CCOc1ccccc1NC(=O)Nc1cc(OC)ccc1OC
→ 7.1	20.2	-9.2	-29.5	3.0	4.5	5.3	9.0	0.7	3.4	8.3
Cc1cccc(/N=C/c2c(O)[nH]c3ccccc23)n1
→ -2.0	-67.0	41.7	-6.5	1.3	-224.8	-1.7	-68.8	-51.6	-309.9	-93.2

Grouped by structure: those above with a COOH group (2)
Value order – KKLEB cytotox	EBV LMP1 NFkB	C8 TRAIL sens	CF NFkB inh	NR2E3 ag-2	Peg3 prom inh	iPSC survival up	MITF TRPM1 inh	Shn3 inh set2	HIF-2a block	NR2E3 ag-1
COc1ccc(C2CC(c3ccccc3)=NN2c2ccccc2)c(C(=O)O)c1OC (stereo not given)
→ 0.1	-2.3	2.9	-7.2	4.3	2.6	-0.7	6.8	1.0	17.9	7.8
CC1(C)Cc2c(c(N3CCOCC3)nc3sc(-c4ccc(C(=O)O)o4)c(N)c23)CO1
→ 6.4	-2.2	9.9	4.2	-4.1	-2.5	-0.7	10.8	-1.2	9.7	-29.8

Following part
Value order – KKLEB cytotox	EBV LMP1 NFkB	C8 TRAIL sens	CF NFkB inh	NR2E3 ag-2	Peg3 prom inh	iPSC survival up	MITF TRPM1 inh	Shn3 inh set2	HIF-2a block	NR2E3 ag-1
CCOc1ccc(C)cc1-n1nc2ccccc2n1
→ 2.3	-38.1	-8.1	1.5	1.4	-28.9	1.8	-33.3	-52.9	-9.2	-25.5
CCN1CCC2(CC1)N=C(c1ccc(F)cc1)C(=S)N2C(=O)c1ccc(C(C)(C)C)cc1
→ 7.7	-7.7	12.4	7.2	2.3	2.2	1.8	-24.6	-22.4	9.0	-13.2
Fc1ccc(C2=CC(c3ccc(Br)o3)n3ncnc3N2)cc1 (stereo not given)
→ 6.5	6.8	-4.5	-60.6	8.7	9.6	-0.1	-15.0	-5.4	15.1	-7.0
O=C(O)c1ccc(Cn2c(=S)[nH]c3cc(Cl)ccc3c2=O)cc1
→ 2.6	7.2	-1.9	11.5	1.2	-8.5	0.7	·	10.6	15.9	13.4
COC(=O)c1c(NC(=O)COC(=O)CCNS(=O)(=O)c2ccccc2)sc(C)c1C
→ 0.9	-3.8	2.6	-7.0	1.5	1.1	-0.2	-1.1	-15.8	-6.1	-28.8
COc1ccc(C)cc1NC(=O)C1CCCN1S(=O)(=O)c1ccccc1F (stereo not given)
→ 3.3	3.3	22.7	46.2	2.0	0.3	4.9	5.5	-27.1	9.8	15.4
Cc1cccc(C)c1NC(=O)CCN1C(=O)C2C3CCC(C3)C2C1=O (stereo not given)
→ -6.6	1.5	-6.3	-3.7	2.3	0.8	-1.5	8.6	2.8	4.8	-17.4
Cc1cc(C)c(OCCOCCN2CCN(C)CC2)c(Cl)c1
→ -11.2	-9.4	-1.0	6.4	3.6	10.8	-0.7	13.7	5.7	7.1	-10.6
Cc1nc2c(C#N)cnn2c2c1CCN(Cc1ccccc1)N2C
→ 7.5	8.1	-1.8	-5.5	-0.2	-2.7	-0.2	5.9	0.8	10.7	-9.1
COC(=O)CSc1nnc(-c2ccc(S(=O)(=O)N3CCCCC3)cc2)o1
→ 5.3	-8.5	-7.5	15.5	-1.3	14.9	-1.2	4.5	7.7	23.5	-23.9
CCc1ccc(C(C(=O)NC2CCCCC2)N(C(=O)c2csnn2)C2CC2)cc1 (stereo not given)
→ -1.8	-5.3	-4.8	-1.7	-1.8	22.3	-0.1	-5.0	-4.4	3.1	-21.0
Cc1cccc(N(C(=O)Cc2cccs2)C(C(=O)NCc2ccco2)c2ccncc2)c1 (stereo not given)
→ 1.2	-8.9	3.5	-3.5	0.5	10.1	0.0	-7.3	14.0	-1.9	-24.5
COc1ccc(N2CC(NC(=O)c3ccc4ccccc4c3)CC2=O)cc1OC (stereo not given)
→ -10.9	5.0	-9.4	-9.8	-3.6	9.9	0.0	2.4	13.8	11.1	16.0
Cc1cccc(Oc2ncnc3onc(C)c23)c1
→ -1.2	-4.0	4.8	7.6	4.5	11.7	1.5	-4.4	-6.9	13.2	3.8
CC1(C)C2CC[C@]3(C)C(CC=C4[C@@H]5C[C@](C)(CO)CC[C@]5(C(=O)O)CC[C@]43C)[C@@]2(C)CC[C@@H]1O (stereo not given in full)
→ 15.7	·	-0.6	-13.2	2.6	-7.2	-1.1	·	1.4	1.5	-2.0
CC(C)CCn1c(N2CCN(c3cccc(Cl)c3)CC2)nc2c1c(=O)[nH]c(=O)n2C
→ -26.6	-0.1	-7.6	28.1	-0.4	16.5	2.0	-4.9	4.6	7.5	-16.1
Oc1c(Br)cccc1/C=N/Nc1c(F)c(F)c(F)c(F)c1F
→ -2.8	-1.9	17.8	24.4	2.1	-2.4	0.0	8.3	17.7	-84.6	-6.7
CCOC(=O)CNC(=O)C1c2ccccc2Oc2ccccc21
→ 2.6	-6.1	-6.5	-23.9	3.6	13.0	-0.5	-2.1	3.3	16.6	11.0
COc1ccccc1N1CCN(C2CCCN(Cc3c(F)cccc3F)C2)CC1 (stereo not given)
→ 0.1	8.0	1.8	5.1	4.7	9.4	0.2	11.4	15.2	11.7	-26.2

Screening results deposited in PubChem BioAssay by several laboratories.

Some of the compounds tested. The share of hits here may be higher or lower than overall.
